# Pf apPOL inh: Pf-apPOL inhibitors, biochemical, fluorescence. inhibition, % at 10 µM. 0.25% of 210,000 active. Recombinant Pf-apPOL, molecular beacon fluorescence, 1.5 h
# mHTT-CaM PPI inh: mutant huntingtin-calmodulin interaction inhibitors – biochemical, AlphaScreen, primary screen | 3.6% of 190,000 active | AlphaScreen His-mHTT/GST-CaM binding, luminescence | inhibition, % at 15 µM;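 note: 0% = both proteins with DMSO and 100% = one protein alone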
# Active calls of the source: *; x = not tested or not shown. Cut-off read from the data, not from the text of the source: active = inhibition above about 50%; inactive = the rest.
# Values run as follows: mHTT-CaM PPI inh, Pf apPOL inh
1	O=[N+]([O-])c1cc(Cl)ccc1NCCNCCO
    3, 3
2	CCN1CCN(C(=O)c2nc(N3CCC(C)CC3)c3c(C)scc3n2)CC1
    42, -1
3	Cc1ccc(NC(=O)C2CCN(c3ncnc4c3nc3n4CCCCC3)CC2)c(C)c1
    -2, -4
4	Cn1cc(CCN2CCN(S(=O)(=O)c3ccccc3)CC2)c2cccnc21
    -3, 0
5	O=C(NCc1ccccc1F)C1CCCN(c2ncccc2-c2noc(C3CCC3)n2)C1 (stereo unspecified)
    19, -9
6	CC1CCC(NC(=O)C2(C)Cn3c(cc4sccc43)C(=O)N2Cc2cccs2)CC1 (stereo unspecified)
    -6, -1
7	O=C(CSCc1ccccc1Cl)NC1CC2CCC1C2 (stereo unspecified)
    -6, -7
8	O=C(COc1ccccc1Cl)Nc1cccc(-c2nc3ncccc3o2)c1
    -7, -2
9	CC(=O)C1=C(O)C(=O)N(c2nccs2)C1c1ccc([N+](=O)[O-])cc1 (stereo unspecified)
    10, -5
10	CC(=O)NC(=O)c1cc2cc(Br)ccc2oc1=Nc1ccc(C#N)cc1
    -3, 0
11	O=C(Nc1cccnc1)c1c(O)c2cccc3c2n(c1=O)CC3
    -2, -7
12	O=[N+]([O-])c1ccc(C2Nc3c(cccc3[N+](=O)[O-])C3C=CCC32)cc1 (stereo unspecified)
    11, 1
13	COC(=NS(=O)(=O)c1ccc(Cl)cc1)c1ccccc1
    0, -3
14	CC(C)(C)c1ccc(C2=NC(C)(C)N(CC(=O)Nc3cccc(F)c3)C2=O)cc1
    6, -7
15	CCNc1cc(N2CCCC(CCC(=O)NCCc3cccs3)C2)ncn1 (stereo unspecified)
    -1, 0
16	CCc1nc2c(c(=O)n1CC(=O)Nc1cc(F)ccc1F)CN(Cc1ccccc1)CC2
    14, 0
17	O=C(Nc1nnc2n1CCS2)c1ccc(F)c(F)c1
    41, -12
18	CCOC(=O)N1CCN(c2cc(=O)n(C)c(=O)n2C)CC1
    x, -3
19	c1nc2nc3c(c(N4CCCCCCCC4)n2n1)CCC3
    7, -1
20	O=C(Cc1ccccc1)NCCc1cccc(Cl)c1
    -9, -4

# A second format for some results above.
12. O=[N+]([O-])c1ccc(C2Nc3c(cccc3[N+](=O)[O-])C3C=CCC32)cc1 (stereo unspecified)
1. O=[N+]([O-])c1cc(Cl)ccc1NCCNCCO
20. O=C(Cc1ccccc1)NCCc1cccc(Cl)c1

Assay by compound,12,1,20
mHTT-CaM PPI inh,11,3,-9
Pf apPOL inh,1,3,-4

# Copied from the list:
# O=C(COc1ccccc1Cl)Nc1cccc(-c2nc3ncccc3o2)c1 in mHTT-CaM PPI inh is entered as -7
# O=C(Nc1nnc2n1CCS2)c1ccc(F)c(F)c1 in Pf apPOL inh is entered as -12
# CC(=O)C1=C(O)C(=O)N(c2nccs2)C1c1ccc([N+](=O)[O-])cc1 (stereo unspecified) in Pf apPOL inh is entered as -5
# CCNc1cc(N2CCCC(CCC(=O)NCCc3cccs3)C2)ncn1 (stereo unspecified) in mHTT-CaM PPI inh is entered as -1
# O=C(NCc1ccccc1F)C1CCCN(c2ncccc2-c2noc(C3CCC3)n2)C1 (stereo unspecified) in mHTT-CaM PPI inh is entered as 19

# (further entries)
# Values run as follows: mHTT-CaM PPI inh, Pf apPOL inh
21	Cc1ccc(C2CC(c3ccc(F)cc3)n3nnnc3N2)cc1 (stereo unspecified)
    0, 7
22	CC(CCN1CCN(c2ccc([N+](=O)[O-])cc2)CC1)c1ccccc1 (stereo unspecified)
    36, -12
23	CCOc1ccccc1C(=O)N1CCc2c(c(-c3nc(Cc4ccccc4)no3)nn2C)C1
    32, 0
24	COc1ccc(CC(=O)N2CCC3(CC2)NC(=O)c2ccc(F)cc2N3C)cc1
    21, -5
25	CC(C)(C)CC(=O)N1CCC(N2CCC(C(=O)N3CCOCC3)CC2)CC1
    -4, 1
26	CN(C)c1ccc(/C=c2\sc3nc(=O)c(Cc4ccccc4)nn3c2=O)cc1
    -2, 5
27	CCC(=O)N1CCc2cc(N3CC(C(=O)NCC4CC4)CC3=O)ccc21 (stereo unspecified)
    0, -4
28	CCNc1cc(N2CCC(CCC(=O)NCc3cc(F)ccc3F)CC2)ncn1
    -4, 1
29	CN1C(=O)C2CCCCN2c2ccc(C(=O)NCCc3ccc(Cl)cc3)cc21 (stereo unspecified)
    2, -3
30	O=C(NN=Cc1cccs1)C(=O)Nc1ccc(Cl)c(Cl)c1
    x, -2
31	CCN=C(NS(=O)(=O)c1ccc(F)cc1)c1ccccc1
    -6, -2
32	Cc1nnc(N2C(=O)c3ccc(-c4nc5ccccc5c(=O)o4)cc3C2=O)s1
    -2, -4
33	COc1ccc(NC(=O)N2CCOc3ccccc32)cc1OC
    -1, -4
34	Cc1cc(OCc2ccccc2)nc(N2CCOCC2)n1
    -47, 3
35	N=c1n(CCOc2ccccc2)c2ccccc2n1Cc1ccccc1F
    12, -6
36	COc1ccccc1-n1c(SCC(=O)Nc2ccc(F)c(F)c2)nc2[nH]ncc2c1=O
    20, -7
37	CCC(C)NC(=O)C1(C)CCC(=O)N1CCc1ccc(C)cc1 (stereo unspecified)
    1, -15
38	O=C1OCCN1C(=O)[C@H]1[C@H](c2ccc(F)cc2)C(c2cccc(Cl)c2)=NN1c1ccccc1
    19, 1
39	N#CC1=C(N)Oc2n[nH]c(C(F)(F)F)c2C1c1ccc(Br)cc1 (stereo unspecified)
    -1, -2
40	O=C1CCN(S(=O)(=O)c2cccs2)CCN1
    -14, -4
41	COc1ccc(Cl)cc1/C=C1\SC(=O)N(C)C1=O
    -9, -1
42	O=C1CC(N2CCN(c3ccccc3O)CC2)C(=O)N1c1cc(Cl)cc(Cl)c1 (stereo unspecified)
    4, -4
43	O=C1OC(c2ccccc2F)=N/C1=C\c1ccc(F)cc1
    5, -1
44	COCCNC(=O)C1COC2(CCCCC2)N1C(=O)c1cc(F)cc(F)c1 (stereo unspecified)
    0, -2
45	Cc1nc(-c2cccc(NC(=O)c3ccn(C(C)C)n3)c2)cs1
    -11, -8
46	O=C1C(=Cc2cc3cc(Br)ccc3o2)Oc2c1ccc(O)c2CN1CCOCC1
    17, 1
47	CC(C)CN(CC(C)C)S(=O)(=O)N1CCC(C(=O)NC2CCCCC2C)CC1 (stereo unspecified)
    -4, -13
48	CCN(CC)C(=O)c1cc2c(s1)CCC(C(=O)N1CCN(c3ccc(F)cc3)CC1)C2 (stereo unspecified)
    34, -13
49	O=C(NCc1cccnc1)C(=O)NC1CCCC1
    -1, -23
50	CCOc1cccc(C(=O)Nc2ccccc2C(C)C)c1
    -12, -6
51	CCOC(=O)c1sc(NC(=O)c2cccc(S(=O)(=O)N3CCOCC3)c2)nc1C
    -10, -1
52	CC1C(=O)N(Cc2cn(Cc3ccco3)nn2)CCS(=O)(=O)N1Cc1ccc(-c2ccccc2C(F)(F)F)cc1 (stereo unspecified)
    68*, -3
53	Cc1c(-c2cccc(Cl)c2)nc2ccccc2c1C(=O)Nc1ccc(C(N)=O)cc1
    -1, 2
54	COC(=O)c1sccc1S(=O)(=O)NCc1ccc(S(N)(=O)=O)cc1
    x, 4
55	COc1ccc(NC(=O)C2CCCCC2)cc1
    -6, 1
56	CCn1ccc(C(=O)N2CCCC2c2c(C)noc2C)n1 (stereo unspecified)
    -4, 4
57	O=C(NCCc1cscn1)C1CCN(C(=O)c2c(F)cccc2F)CC1
    -8, -3
58	Cc1cc(C)c2ccc(C=O)nc2c1O
    69*, -11
59	CCOc1ccc(CN2CCC(C(=O)N3CCOCC3)CC2)cc1
    4, -2
60	OCCN=C1CCc2c1[nH]c1ccc(C3CCCCC3)cc21
    58*, -5
61	COc1ccc(CN2Cc3cc(NC(=O)C4CCCC4)ccc3OC(C)C2=O)cc1 (stereo unspecified)
    4, -6
62	O=C(CCSc1ccc(F)cc1)Nc1ccc2scnc2c1
    -13, -7
63	CC(C)(C)NC(=O)Nc1nnc(SCc2cccc([N+](=O)[O-])c2)s1
    14, 7
64	O=C1C(c2ccncc2)N(Cc2ccccc2F)C(=O)CN1c1ccccc1 (stereo unspecified)
    0, -3
65	O=C(C1CCCN(c2ncnc3c2nc2n3CCCCC2)C1)N1CCc2ccccc21 (stereo unspecified)
    1, -2
66	CC1CCCCN1c1ccc(N2CCN(S(=O)(=O)c3cccc([N+](=O)[O-])c3)CC2)nn1 (stereo unspecified)
    4, 3
67	COc1ccc(CNC(=O)c2ccc(N(Cc3ccccc3)S(C)(=O)=O)cc2)cc1
    11, -2
68	COc1cccc(OC)c1C(=O)Oc1ccc(C=Cc2ccncc2)cc1
    43, -1
69	N#Cc1c(N)n(CCN2CCOCC2)c2nc3ccccc3nc12
    9, 7
70	CCCc1cc(C2CCCN2C(=O)Cc2ccc(OC)cc2)no1 (stereo unspecified)
    15, -1
71	COc1cc2c(cc1OC)C(C(=O)N1CCN(C)CC1)C(c1ccccc1F)N(C)C2=O (stereo unspecified)
    0, -4
72	CC(=O)c1nc2ccccc2n1S(=O)(=O)c1ccc(Cl)cc1
    -2, 31
73	COc1cccc(N2CCN(C(=O)C3CCN(c4nnc(-c5ccccc5)o4)CC3)CC2)c1
    2, -2
74	CC(NC(=O)c1cccc(Br)c1)c1ccccc1 (stereo unspecified)
    -4, -4
75	COC(CN(C)C(C(=O)NC1CCCCC1)c1ccc(Cl)cc1)OC (stereo unspecified)
    -5, -6
76	CCN1Cc2c(cc(OC)c(OC)c2OC)-c2ccccc2S1(=O)=O
    12, 0
77	CN1C(=O)C(CC(=O)N2CCCC2)Sc2ncccc21 (stereo unspecified)
    -7, 0
78	O=C1C=C(Nc2ccccc2)C(=O)N1c1ccccc1
    0, -2
79	O=S(=O)(c1ccc(I)cc1)N1CCc2ccccc2C1
    -10, -1
80	CC(=O)N1CCc2cc(S(=O)(=O)N3C(C)CCCC3C)ccc21 (stereo unspecified)
    0, 4

# (continued)
# Values run as follows: mHTT-CaM PPI inh, Pf apPOL inh
81	O=C(/C=C1\Sc2ccccc2NC1=O)NCCCN1CCN(c2ccccc2F)CC1
    24, -8
82	Cc1noc(C)c1C1CCCN1C(=O)c1cc(C(F)(F)F)nn1C (stereo unspecified)
    -4, 1
83	O=C(Nc1nnc(-c2ccccc2)s1)c1ccccc1I
    -3, -7
84	O=C(Cc1cccs1)N1CCC(CCOc2ccccc2)CC1
    -13, 0
85	COc1ccc(C)cc1NC(=O)CN(C)S(=O)(=O)c1ccc(Br)cc1
    7, -12
86	Cn1cnc([N+](=O)[O-])c1Sc1ccccc1C(=O)O
    x, 2
87	O=C(c1ccccc1F)N1CCC2(CC1)NC(=O)N(Cc1cccc(Cl)c1)C2=O
    20, 1
88	CCN(CC)CCNC(=O)NC(=O)c1ccc(Cl)cc1
    -5, -1
89	CCOc1cccc2cc(C(N)=O)c(=Nc3cccc(C(F)(F)F)c3)oc12
    2, -2
90	CC(C)(C)OC(=O)NC1CCCC(O)C1 (stereo unspecified)
    -5, 3
91	O=[N+]([O-])c1ccc(N2CCN(c3ccc([N+](=O)[O-])c4cccnc34)CC2)cc1N1CCOCC1
    5, -18
92	O=C1NC(=O)N(c2cccc(C(F)(F)F)c2)C(=O)/C1=C/c1ccc(O)cc1
    52*, 0
93	CC(=O)N1CCN(c2cc(Oc3ccccc3C)ncn2)CC1C (stereo unspecified)
    -3, -6
94	Cc1ccsc1CN1CCCC1c1c(C)noc1C (stereo unspecified)
    -1, -9
95	CC(=O)c1ccc(NC(=O)C2CCCN(S(=O)(=O)c3ccc(Br)s3)C2)cc1 (stereo unspecified)
    -12, 4
96	O=C(CN1CCc2nc(NC(=O)c3ccco3)sc2C1)Nc1cccnc1
    -5, -9
97	O=S(=O)(NCc1cccnc1)c1ccc2nc(-c3ccccc3)[nH]c2c1
    9, 9
98	CC(=O)c1ccc(NC(=O)CN(C)S(=O)(=O)c2ccc3[nH]c4c(c3c2)CCCC4)cc1
    41, -2
99	Cc1nnsc1C(=O)Nc1ccc2c(c1)CN(C(=O)C1CC1)CC2
    -5, -10
100	CC1(C)CC(=O)C2=C(C1)OC(N)=C(C#N)C2c1ccc(-c2ccccc2)o1 (stereo unspecified)
    0, -2

# Single records (already shown). Order of screens: mHTT-CaM PPI inh, Pf apPOL inh
# `COc1ccc(C)cc1NC(=O)CN(C)S(=O)(=O)c1ccc(Br)cc1` reads 7, -12
# `COc1cccc(OC)c1C(=O)Oc1ccc(C=Cc2ccncc2)cc1` reads 43, -1
# `CCOc1ccccc1C(=O)N1CCc2c(c(-c3nc(Cc4ccccc4)no3)nn2C)C1` reads 32, 0
# `COc1ccc(CN2Cc3cc(NC(=O)C4CCCC4)ccc3OC(C)C2=O)cc1` (stereo unspecified) reads 4, -6
# `COc1cccc(N2CCN(C(=O)C3CCN(c4nnc(-c5ccccc5)o4)CC3)CC2)c1` reads 2, -2

# Next part.
# Values run as follows: mHTT-CaM PPI inh, Pf apPOL inh
101	COc1ccc(CCNC(=O)c2oc(=O)c3ccccc3c2-c2ccccc2)cc1OC
    24, -4
102	COc1ccc(-c2ncc3c(n2)CCN(S(=O)(=O)c2cc(F)ccc2F)C3)cc1
    -6, -1
103	CN(C)c1ccc(Nc2c([N+](=O)[O-])c(=O)oc3ccccc23)cc1
    4, -8
104	CCC(=O)Nc1c(-c2cccc(OC)c2)n[nH]c1CC
    91*, 70*
105	Cc1ccccc1-n1[nH]c(C)c(C=Nc2ccc(-c3ccc(N)cc3)cc2)c1=O
    26, 9
106	CCOc1ccc(N=C2NC(=O)S/C2=C\c2ccc(Cl)cc2)cc1
    0, -1
107	CCCOc1ccc(/C=c2\sc3nc(-c4ccncc4)nn3c2=O)cc1
    0, 0
108	Cc1noc(C2CN(C(=O)C3CCC3)CC23CCOCC3)n1 (stereo unspecified)
    -11, -8

# Structures listed so far containing a cyano group:
# Values run as follows: mHTT-CaM PPI inh, Pf apPOL inh
10	CC(=O)NC(=O)c1cc2cc(Br)ccc2oc1=Nc1ccc(C#N)cc1
    -3, 0
39	N#CC1=C(N)Oc2n[nH]c(C(F)(F)F)c2C1c1ccc(Br)cc1 (stereo unspecified)
    -1, -2
69	N#Cc1c(N)n(CCN2CCOCC2)c2nc3ccccc3nc12
    9, 7
100	CC1(C)CC(=O)C2=C(C1)OC(N)=C(C#N)C2c1ccc(-c2ccccc2)o1 (stereo unspecified)
    0, -2

# Assay outcomes from PubChem BioAssay.
